Bioassay records deposited in PubChem by several laboratories.
NadD inh – inhibitors of S. aureus NadD, primary screen, biochemical, colorimetric, uHTS; 360,000 compounds, 0.78% hits; purified NadD enzyme, colorimetric absorbance read-out; inhibition, % at 20 µM; AID 602399, 2012; in the data active = inhibition above about 26%; also: some compounds past the cut are filed as inactive
Tb MetRS inh – T. brucei MetRS inhibitors, primary screen, biochemical, luminescence | purified T. brucei MetRS, ATP depletion, Kinase-Glo luminescence | inhibition, % at 11.9 µM | 360,000 compounds, 0.4% hits | methionyl-tRNA synthetase (Trypanosoma brucei brucei) | AID 624268, 2012;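 active = inhibition above a per-plate cutoff of the control wells' mean inhibition plus 3 SD, cut at about 5.5% in these data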;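 also: 0% = DMSO wells median and 100% = median of wells with control inhibitor compound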
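Material – parasite MetRS enzyme · Medium – HEPES-MgCl2-KCl buffer plus DTT, spermine, BSA, pyrophosphatase · Reagent – ATP, methionine and E. coli bulk tRNA substrates · Times – 15 min enzyme-compound preincubation, 2 h reaction, 10 min detection, 25 °C · Measured by – luminescence of leftover ATP · Evaluation – percent inhibition relative to median high and low control wells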
DNMT1 block – human DNMT1 methyltransferase inhibitors, primary screen, biochemical, molecular beacon, fluorescence, HinP1I cleavage, uHTS | inhibition (reported as % activation of signal), % at 10 µM | AID 588458, 2011 | DNA (cytosine-5)-methyltransferase 1 (Homo sapiens), P26358 | 360,000 compounds, 0.83% hits; in the data active = inhibition above about 50%
SUMO1 PPI mod – modulators of SUMO1 protein-protein interactions, primary screen, biochemical, uHTS. 360,000 compounds, 0.33% hits. inhibition, % at 20 µM. Small ubiquitin-related modifier 1 (Homo sapiens), P63165. SUMO1 binding to a labelled peptide, TR-FRET, 1 h; in the data active = inhibition above about 37%
Target sequence (P63165 whole entry, looked up): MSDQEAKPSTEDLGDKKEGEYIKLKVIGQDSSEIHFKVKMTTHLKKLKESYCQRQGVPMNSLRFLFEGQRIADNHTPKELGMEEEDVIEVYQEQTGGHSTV
Scp1 inh – Scp-1 phosphatase inhibitors, primary screen, biochemical, colorimetric, uHTS. Carboxy-terminal domain RNA polymerase II polypeptide A small phosphatase 1 (Homo …. 340,000 compounds, 0.88% hits. inhibition, % at 20 µM. Recombinant Scp1, phosphopeptide, malachite green phosphate absorbance;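 active = inhibition above about 50% at 20 µM, limit read from the data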;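 also: plate controls were DMSO wells with enzyme for no effect and wells lacking enzyme for full effect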
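assay system = SCP-1 phosphatase catalytic domain, residues 76-261 | buffer or medium = 50 mM Tris acetate pH 5.5, 0.005% Tween-20, 10 mM MgCl2 | incubation = enzyme reaction 45 min at room temperature, colour 5 min, stabilisation 30 min | signal = Phosphate-binding colour reagent, absorbance read at 630 nm | measure = % inhibition at 20 µM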
LMPTP block – LMPTP phosphatase inhibitors, primary screen, biochemical, fluorescence intensity, uHTS | recombinant LMPTP-A, OMFP fluorogenic substrate | inhibition, % at 20 µM | 360,000 compounds, 0.22% hits | AID 651560, 2012;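 active = compounds that cut the enzyme signal by at least half of the control window in the single-dose screen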;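 also: plate controls were DMSO wells with enzyme plus substrate for no effect and substrate without enzyme for full effect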
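Assay system: LMPTP-A enzyme. Input: 0.625 nM LMPTP-A final. Probe or stimulus: 400 µM OMFP. Compound dosing: single 20 µM dose. Schedule: 50 min dark incubation at room temperature. Detection: fluorescence intensity of OMFP turnover product. Read-out: percent inhibition versus substrate-only and uninhibited controls. Benchmarks: no-enzyme low control, uninhibited high control.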
Rpn11 block – Rpn11 (PSMD14) deubiquitinase inhibitors, primary screen, biochemical, fluorescence polarization, uHTS; 26S proteasome non-ATPase regulatory subunit 14 (Homo sapiens), O00487; human 26S proteasome, Ub4-pepOG fluorescence polarization; 20S core pre-blocked with epoxomicin; calls only at 20 µM; 360,000 compounds, 0.59% hits;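 active = inhibition at 20 µM, scaled to each plate's controls, above about 33%, limit read from the data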
Target sequence (O00487 whole entry, looked up): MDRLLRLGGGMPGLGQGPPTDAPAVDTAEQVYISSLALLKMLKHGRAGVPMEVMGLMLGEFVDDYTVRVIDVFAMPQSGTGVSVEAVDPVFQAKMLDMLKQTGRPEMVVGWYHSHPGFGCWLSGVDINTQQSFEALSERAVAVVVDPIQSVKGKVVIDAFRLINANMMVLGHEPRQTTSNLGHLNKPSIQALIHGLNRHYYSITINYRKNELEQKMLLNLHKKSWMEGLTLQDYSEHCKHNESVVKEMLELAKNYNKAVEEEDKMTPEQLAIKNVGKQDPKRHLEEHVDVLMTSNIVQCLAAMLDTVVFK
STEP inh – STEP phosphatase inhibitors, primary screen, biochemical, fluorescence intensity, uHTS. recombinant STEP, OMFP fluorogenic substrate. Tyrosine-protein phosphatase non-receptor type 5 (Homo sapiens), P54829. 360,000 compounds, 0.25% hits. inhibition, % at 20 µM;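 active = inhibition at 20 µM, scaled per plate between control wells, above about 37%, limit read from the data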;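 also: 0% = DMSO with enzyme and substrate and 100% = substrate only without enzyme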
Target sequence (P54829 whole entry, looked up): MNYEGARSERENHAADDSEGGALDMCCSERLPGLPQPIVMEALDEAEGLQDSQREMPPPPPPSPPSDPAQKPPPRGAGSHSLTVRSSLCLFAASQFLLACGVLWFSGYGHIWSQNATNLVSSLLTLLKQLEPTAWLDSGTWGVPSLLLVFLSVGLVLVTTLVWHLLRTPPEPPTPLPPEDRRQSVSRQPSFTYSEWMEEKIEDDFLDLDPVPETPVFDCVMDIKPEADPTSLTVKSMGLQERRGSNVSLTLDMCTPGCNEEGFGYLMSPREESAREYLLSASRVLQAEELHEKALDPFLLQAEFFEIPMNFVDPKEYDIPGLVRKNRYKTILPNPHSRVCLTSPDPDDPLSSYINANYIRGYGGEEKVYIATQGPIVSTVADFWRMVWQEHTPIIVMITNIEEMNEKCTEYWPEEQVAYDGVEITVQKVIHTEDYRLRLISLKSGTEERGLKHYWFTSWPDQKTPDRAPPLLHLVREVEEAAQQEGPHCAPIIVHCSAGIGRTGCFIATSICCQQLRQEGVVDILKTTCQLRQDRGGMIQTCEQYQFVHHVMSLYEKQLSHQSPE
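Material: STEP (striatal-enriched tyrosine phosphatase) enzyme, cell-free | Medium: 50 mM Bis-Tris pH 6.0 with 2.5 mM DTT and 0.005% Tween 20 | Read-out: Percent inhibition scaled to no-enzyme and uninhibited-enzyme controls, plate-pattern corrected | Signal: Fluorescence read at 480 nm ex / 540 nm em | Times: 20 min reaction, room temperature, in the dark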
MsrA inh – bovine MsrA enzyme inhibitors, primary screen, biochemical, absorbance, HTS; purified bovine MsrA, absorbance read-out; inhibition, % at 15.5 µM; AID 651718, 2012; 360,000 compounds, 0.75% hits; Methionine sulfoxide reductase A (Bos taurus); in the data active = inhibition above about 4.5%;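 also: 0% = vehicle wells with enzyme and 100% = reference inhibitor wells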
CSN deneddyl inh – inhibitors of CSN-mediated cullin deneddylation, primary screen, biochemical, fluorescence polarization, uHTS; Purified CSN, SCF-Nedd8-OG deneddylation; inhibition, % at 12.5 µM; 360,000 compounds, 0.38% hits;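 active = pattern-corrected inhibition above about 35%, with an unprinted fluorescence ratio check between 0.5 and 1.5, limit read from the data, passing the limit was not always enough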;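 also: 0% = enzyme with substrate and 100% = substrate without enzyme; some results filed as inactive read as strong as hits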
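Material: purified human Csn5 enzyme expressed in HEK293T cells / Medium: Tris buffer pH 7.5, NaCl, DTT, Tween-20, trehalose, ovalbumin / Compound dosing: 12.5 µM single point / Schedule: 90 min incubation of compound, enzyme and substrate at room temperature / Signal: fluorescence polarization of the substrate / Control set: no-enzyme wells high, enzyme-with-substrate wells low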
* hit, by the source's call; i = inactive; x = not tested or not shown; & = joins results of further samples.

SMILES	NadD inh	Tb MetRS inh	DNMT1 block	SUMO1 PPI mod	Scp1 inh	LMPTP block	Rpn11 block	STEP inh	MsrA inh	CSN deneddyl inh
COc1ccc(CC(=O)Nc2ccc(S(=O)(=O)N(C)C)cc2)cc1OC	1	0.2	0	-3	-6	-0.3	i	0	-0.5	-2
CC(=O)N1c2ccc(S(=O)(=O)N3CCCC(C(=O)Nc4ccc(C)cc4)C3)cc2CC1C (centres undefined)	1	0.6	-5	-5	x	0.0	i	-2	3.3	-3
COc1ccc(-c2cc(-c3ccccc3)c(C#N)c(SCC(=O)Nc3ncc(C)s3)n2)cc1	29	0.0	-8	-38	-1	1.1	i	3	1.7	-2
Cc1cc(N/N=C/c2ccc(O)cc2O)nc(-n2nc(C)cc2C)n1	7	-0.6	14	16	-2	-0.8	i	0	4.8*	-2
O=C(Nc1ccc(C(=O)N2CCCC2)cc1)c1ccccc1[N+](=O)[O-]	-1	-1.4	6	-13	-1	-1.1	i	0	0.3	-4
Cc1ccc(C(=O)N2CC(=O)Nc3ccc(F)cc3C2c2ccc(F)cc2)cc1[N+](=O)[O-] (centres undefined)	-3	-0.2	-3	-10	2	0.8	i	-2	-0.4	-9
O=C(CCCn1nnc2ccccc2c1=O)N[C@H](C(=O)O)c1ccccc1	0	0.2	-1	-3	0	-1.8	i	0	-1.3	6
COc1cc(Br)cc(CNc2ccc(F)c([N+](=O)[O-])c2)c1O	-6	-0.3	23	-18	-6	2.2	i	-3	0.1	-4
COC(=O)c1ccc(NC(=O)CN2C(=O)C3C4C=CC(C4)C3C2=O)cc1 (centres undefined)	-5	-1.3	-1	0	-5	-1.4	i	-2	-0.5	-1
O=C(CCC1N=C2c3ccccc3N=C(SCC(=O)NCc3ccco3)N2C1=O)NCc1ccco1 (centres undefined)	5	-0.3	15	3	83*	-0.3	i	2	2.0	0
COc1ccc(CNC(=O)Cc2cccs2)cc1OC	-3	-0.5	16	2	-12	-0.4	i	2	-0.1	1
CCOc1ccc(/C=N/OCC(=O)NCc2ccco2)cc1	-5	-0.3	0	-3	-1	-1.6	i	-2	-0.7	2
CC(C)(C)CC(C)(C)Nc1c(-c2ccc(O)cc2)nc2cnccn12	-3	-1.0	0	-7	-6	0.4	i	0	0.6	-1
CC(=O)Nc1cccc(NC(=O)Cc2cccs2)c1	5	-1.1	-4	-2	18	0.5	i	5	-0.6	12
Cc1cc(C)n2c(Br)c(CSc3nc4ccccc4o3)nc2n1	5	0.3	59*	10	23	5.7	i	4	-0.8	9
CS(=O)(=O)c1ccc(CNC(=O)C2(C(F)(F)F)C/C(=C\Cc3ccccc3)CCCO2)cc1 (centres undefined)	-1	-0.3	-1	-2	48	0.3	i	-1	0.9	-2
NC(=O)N=Nc1c2[nH]c3ccccc3nc-2c2ccccc12	-2	1.1	31	-17	-1	4.8	i	2	3.2	3
CCCCNC(=O)CCSc1ccc(C)cc1	-1	0.0	5	-1	3	-0.6	i	0	-0.8	1
COc1ccc(-n2nc(C(=O)NCC(=O)N3CCCCCC3)c3ccccc3c2=O)c(OC)c1	6	1.0	-1	3	-10	-1.0	i	0	0.2	-2
CC1(C(=O)Nc2ccc(F)c(Cl)c2)Cc2c(-c3cccc(C(N)=O)c3)ccnc2O1 (centres undefined)	2	-0.2	-5	9	x	1.0	i	-2	0.1	5
CC(Oc1ccccc1F)C(=O)NNC(=O)C1CC(=O)N(c2ccc3c(c2)OCCO3)C1 (centres undefined)	-5	-0.3	1	7	-5	0.1	i	-3	-0.3	3
COC(=O)c1ccc(COC(=O)c2cnc(Cl)c(Cl)c2)cc1	-6	-0.7	2	-1	-8	1.5	i	2	-1.1	-3
Cc1ccc(S(=O)(=O)N2CCN(C(=O)c3cccc(-n4cccc4)c3)CC2)cc1	1	-0.1	32	11	86*	5.5	i	4	-0.8	9
CCOC(=O)c1nnn(-c2nonc2-c2ccccc2)c1C	-2	0.2	-2	-2	-2	-1.4	i	-1	19*	-2
Oc1cccc(C(=S)N2CCCCC2)c1	5	0.3	3	2	-3	1.2	i	4	0.0	-8
SMILES	NadD inh	Tb MetRS inh	DNMT1 block	SUMO1 PPI mod	Scp1 inh	LMPTP block	Rpn11 block	STEP inh	MsrA inh	CSN deneddyl inh
COc1ccc(/C=N/NC(=O)CCn2cnc(-c3ccccc3)c2-c2ccccc2)cc1OC	0	-0.3	4	-4	-7	0.7	i	1	1.9	-6
COc1cc(SC)ccc1C(=O)NC1CCCCC1	-6	-0.2	1	1	-4	0.6	i	-2	0.9	0
COc1ccc(C(=O)Cn2nnc(-c3ccc(N4CCOCC4)cc3)n2)cc1OC	-2	-0.7	1	-1	-8	0.3	i	0	1.4	-1
CCOC(=O)Cc1csc(NS(=O)(=O)c2ccc(Cl)cc2)n1	0	-0.7	0	1	-8	-1.0	i	-2	-1.0	4
Cc1cc(C)nc(SCC(=O)Nc2ncc(C(F)(F)F)cc2Cl)n1	2	0.3	7	2	-6	-1.6	i	2	-1.7	-5
COc1ccc([C@@H]2CC=C(C(=O)O)[C@H](c3ccc(Cl)cc3)N2S(=O)(=O)c2ccc(Cl)cc2)cc1	3	0.2	3	4	-8	0.0	i	0	-0.3	4
Cc1cc(NC(=O)c2ccccc2Cl)n(C(C)(C)C)n1	-1	-0.9	3	12	0	-0.2	i	2	-0.5	3
Cc1ccnc(NC(c2cccnc2)c2ccc3cccnc3c2O)c1 (centres undefined)	8	0.2	-2	-12	-13	54*	i	9	2.2	0
COC(=O)CSc1nc(SCc2ccc(C)cc2)nc2c1CCCC2	6	-0.3	-3	0	-1	3.0	i	11	-1.0	1
COc1ccc(OC)c(C(=O)COC(=O)COc2ccccc2F)c1	-5	-0.3	1	1	-11	0.3	i	2	-0.9	5
COc1cc(NC(=O)CSc2ccc(-c3ccco3)nn2)cc(OC)c1	0	-0.3	-9	-7	8	4.4	i	2	-0.5	1
CCn1c(C)nc2cc(S(=O)(=O)C(F)(F)F)ccc21	0	-0.6	1	2	-2	-1.6	i	-4	0.2	0
CC(=O)Oc1c(C)c2c3c(c1OC(C)=O)[C@@H](C)CC[C@@H]3[C@@H](C)C[C@H]2C=C(C)C	3	0.7	5	7	-11	2.6	i	4	0.2	-2
Cc1ccc(NC(=O)Cn2nnc(C(=O)NCc3ccc4c(c3)OCO4)c2N)cc1	-1	-0.5	11	3	-3	-1.4	i	-2	0.9	3
Cc1cc(Cl)ccc1OCCn1cncn1	1	-0.3	-3	2	-2	-0.8	i	2	0.4	-6
O=C(COC(=O)Cc1ccc(Cl)cc1)NCc1ccc(F)cc1	-4	-0.4	0	23	-2	0.3	i	-3	0.4	-6
CCN(CCCC(=O)c1ccc(F)cc1)CCc1ccccc1	-6	0.4	0	2	0	-0.9	i	-1	-1.2	-1
COc1ccc([N+](=O)[O-])cc1NS(=O)(=O)c1cc(C(=O)O)ccc1OC	-1	0.3	4	-17	-7	-2.1	i	1	2.1	-2
C[C@@H]1CN([C@H](C)CO)C(=O)CCCn2cc(nn2)CO[C@H]1CN(C)C(=O)Nc1cccc2ccccc12	2	-0.5	2	-4	x	-1.2	i	0	0.1	0
Cc1ccn2c(NC3CCCCC3)c(-c3cccc(SC4CCCCC4)c3)nc2c1	11&11	-0.2&-0.4	2	5&-2	11	15&7.8	i	3	2.1&-0.1	5&4
O=C1CC(c2ccccc2)c2c(O)cc(O)cc2O1 (centres undefined)	0	-0.1	6	-4	-2	1.1	i	-1	-0.1	-5
COc1ccc(C2N(C(=O)CN3CCCC3)CCCN2S(=O)(=O)c2ccccc2)cc1 (centres undefined)	-5	-0.6	-2	3	-7	-0.7	i	2	0.0	-1
CCc1nnc(NC(=O)CCC(=O)NCc2ccccc2Cl)s1	5	-0.5	2	-4	-6	-1.9	i	1	0.9	-3
CCOC(=O)Nc1nc2ccccc2s1	-3	-1.3	8	2	-1	-4.2	i	-4	-0.5	0
Cc1c(NC(=O)CSc2nnc(-c3cccc(Cl)c3)o2)c(=O)n(-c2ccccc2)n1C	-4	-1.4	-1	-5	-8	0.6	i	0	0.7	-2
CCC(=O)N1c2ccc(S(=O)(=O)N3CCN(C)CC3)cc2CC1C (centres undefined)	-3	0.2	1	-5	7	-0.1	i	1	0.8	4
CCC(C)[C@H](NC(=O)N1CC(=O)Nc2ccccc21)C(=O)N1CCC(C(=O)O)CC1 (some centres undefined)	0	-0.2	-1	-1	-4	-1.3	i	-2	-0.1	12
Cn1cc(CCC(=O)N2CCCC(CCC(=O)NCc3ccc(F)c(F)c3)C2)cn1 (centres undefined)	-1	0.3	-1	-4	1	-1.1	i	-2	-0.8	-1
Cc1cc(C2(c3ccc(O)c(C)c3)C(=O)Nc3ccccc32)ccc1O	-3	-0.9	-17	2	-13	1.9	i	3	-0.7	-3
CN(C)C(=O)CSc1nnc(-c2ccc(F)cc2)c2ccccc12	2	-0.6	0	-8	-6	0.8	i	-3	-1.1	1

2 entries from above, comma-delimited.
SMILES,NadD inh,Tb MetRS inh,DNMT1 block,SUMO1 PPI mod,Scp1 inh,LMPTP block,Rpn11 block,STEP inh,MsrA inh,CSN deneddyl inh
Cc1ccc(S(=O)(=O)N2CCN(C(=O)c3cccc(-n4cccc4)c3)CC2)cc1,1,-0.1,32,11,86*,5.5,i,4,-0.8,9
O=C1CC(c2ccccc2)c2c(O)cc(O)cc2O1 (centres undefined),0,-0.1,6,-4,-2,1.1,i,-1,-0.1,-5
